USP8 inh: blocks human USP8 ubiquitin-rhodamine cleavage; P40818; purified USP8, Ub-rhodamine cleavage fluorescence, 30 min; inhibition, % at 20 µM; 47,000 tested, 4.2% active
USP28 block: inhibitors of human USP28 deubiquitinase; Q96RU2; purified USP28, Ub-rhodamine cleavage fluorescence, 30 min; inhibition, % at 25 µM; 47,000 tested, 3% active
USP30 block: inhibitors of human USP30 deubiquitinase; inhibition, % at 25 µM; 47,000 tested, 5.3% active; Q70CQ3; purified USP30, Ub-rhodamine cleavage fluorescence; AID 1645860
USP17 inh: blocks human USP17 ubiquitin-rhodamine cleavage. purified USP17, Ub-rhodamine cleavage fluorescence, 3 h. 47,000 tested, 6.5% active. inhibition, % at 50 µM. AID 1645855
USP10 block: blocks human USP10 ubiquitin-rhodamine cleavage | Q14694 | purified USP10, Ub-rhodamine fluorescence, 60 min | inhibition, % at 20 µM | 47,000 tested, 1.1% active
USP7 inh: inhibitors of human USP7 deubiquitinase. Q93009. 47,000 tested, 0.3% active. purified USP7, Ub-rhodamine cleavage fluorescence. inhibition, % at 20 µM
OTUD3 block: inhibitors of human OTUD3 deubiquitinase; Q5T2D3; purified OTUD3, Ub-rhodamine fluorescence, 2 h; inhibition, % at 25 µM; 47,000 tested, 0.7% active
Target sequence (Q5T2D3 whole entry, looked up): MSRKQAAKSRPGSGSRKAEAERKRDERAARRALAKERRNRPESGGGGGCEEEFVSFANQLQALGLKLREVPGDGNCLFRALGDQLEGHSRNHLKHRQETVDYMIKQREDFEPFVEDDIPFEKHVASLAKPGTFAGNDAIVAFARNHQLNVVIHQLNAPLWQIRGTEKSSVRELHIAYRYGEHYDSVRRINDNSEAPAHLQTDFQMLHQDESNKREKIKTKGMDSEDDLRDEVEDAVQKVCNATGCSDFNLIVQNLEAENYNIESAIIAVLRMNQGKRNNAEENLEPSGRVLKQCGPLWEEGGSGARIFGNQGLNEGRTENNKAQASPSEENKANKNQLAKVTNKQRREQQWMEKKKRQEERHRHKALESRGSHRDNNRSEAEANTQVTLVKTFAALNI
UCHL1 block: human UCHL1 deubiquitinase inhibition; P09936; purified UCHL1, Ub-rhodamine cleavage fluorescence; inhibition, % at 20 µM; 47,000 tested, 0.2% active
Target sequence (P09936 whole entry, looked up): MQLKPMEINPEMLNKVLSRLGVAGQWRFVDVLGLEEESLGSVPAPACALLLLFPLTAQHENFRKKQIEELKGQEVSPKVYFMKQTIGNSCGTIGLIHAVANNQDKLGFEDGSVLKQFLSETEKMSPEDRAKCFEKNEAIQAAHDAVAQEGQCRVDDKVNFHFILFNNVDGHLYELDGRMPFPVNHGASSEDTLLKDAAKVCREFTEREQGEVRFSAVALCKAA
Active calls of the source: *. No stated cut-off is given here; in the data, active means inhibition above about 30%; inactive means the rest.

Cc1ccc(CNC(=O)c2ccc3ccnc(N4CCN(c5ccccc5)CC4)c3c2)o1 was read as USP8 inh -9, USP28 block -19, USP30 block -35, USP17 inh -15, USP10 block -8, USP7 inh -4, OTUD3 block -11 and UCHL1 block -3.
Screening CC1(C(=O)NC2CCCC2)Cn2c(nc3ccccc32)C(=O)N1CCc1ccccc1 (centres undefined) returned USP8 inh 20, USP28 block 2, USP30 block 36*, USP17 inh 9, USP10 block 5, USP7 inh 3, OTUD3 block 3 and UCHL1 block 0.
CO[C@@H](/C(C)=C/C=C/C(C)=C/c1coc(C)n1)[C@@H](C)[C@@H]1C[C@H](O)[C@@]2(C)O[C@@H]2/C=C/[C@@H](C)[C@H](O)C[C@H](CC(=O)O)C/C=C/C(=O)O1 was read as USP8 inh -59, USP28 block -27, USP30 block -135, USP17 inh -63, USP10 block -8, USP7 inh -18, OTUD3 block -29 and UCHL1 block -14.
Screening Cc1nc(-c2cc(C)[nH]n2)cc(C2CCN(S(C)(=O)=O)CC2)n1 returned USP8 inh 0, USP28 block -1, USP30 block 1, USP17 inh -2, USP10 block 1, USP7 inh -3, OTUD3 block 2 and UCHL1 block -1.
For COc1ccc(CNC(=O)CN(c2ccccc2)S(=O)(=O)c2ccc(F)cc2)cc1OC the results were USP8 inh -1, USP28 block -3, USP30 block -10, USP17 inh -1, USP10 block 0, USP7 inh -4, OTUD3 block 0 and UCHL1 block -1.
`CCN1CCC2(CC1)NC(=O)N(C1CCCN(C(=O)Cc3ccccc3C)C1)C2=O` (centres undefined) gave USP8 inh 0, USP28 block -3, USP30 block -9, USP17 inh -5, USP10 block -3, USP7 inh -1, OTUD3 block -9 and UCHL1 block -2.
For CCn1nc(NS(=O)(=O)c2ccccc2)c2cc3cc(C)ccc3nc21 the results were USP8 inh 20, USP28 block 17, USP30 block 26, USP10 block 2, USP7 inh 1, OTUD3 block 11 and UCHL1 block -1.
For CCc1ccccc1S(=O)(=O)N1CCC(n2cnnc2C2CC2)CC1 the results were USP8 inh 16, USP28 block 10, USP30 block 17, USP17 inh 13, USP10 block 1, USP7 inh 1, OTUD3 block 16 and UCHL1 block 3.
Cc1nn2c(C)c(C(=O)N3CCN(Cc4ccccc4)CC3)cnc2c1-c1ccc(F)cc1 was read as USP8 inh -19, USP28 block -18, USP30 block -23, USP17 inh -20, USP10 block -5, USP7 inh 1, OTUD3 block -16 and UCHL1 block 0.
N#Cc1ccc(N2C[C@@H]3OCC(=O)N(Cc4ccccn4)[C@@H]3C2)nc1 was read as USP8 inh -249, USP28 block -4, USP30 block 0, USP17 inh -30, USP10 block 0, USP7 inh -10, OTUD3 block 1 and UCHL1 block 3.
`N#Cc1c(-c2cccc(C(F)(F)F)c2)nc(-c2ccccn2)nc1N1CCOCC1` gave USP8 inh -25, USP28 block 8, USP30 block 27, USP17 inh 14, USP10 block -2, USP7 inh 0, OTUD3 block 6 and UCHL1 block 3.
For Cc1ccc(C)c2[nH]c(=O)c(CN(CC3CCCO3)S(=O)(=O)c3ccccc3Cl)cc12 (centres undefined) the results were USP8 inh 19, USP28 block 20, USP30 block 33*, USP17 inh 14, USP10 block 3, USP7 inh 2, OTUD3 block 6 and UCHL1 block 8.
CS(=O)(=O)N[C@H]1C[C@@H]2C[C@H]1N(C(=O)Nc1ccc3c(c1)CCC3)C2 was read as USP8 inh 0, USP28 block 3, USP30 block -2, USP17 inh -1, USP10 block 1, USP7 inh -6, OTUD3 block -2 and UCHL1 block -2.
COc1ccc(C(=O)CS(=O)(=O)c2ccccc2)cc1 was read as USP8 inh 5, USP28 block 5, USP30 block 20, USP17 inh 9, USP10 block 5, USP7 inh 3, OTUD3 block 7 and UCHL1 block 1.
For CC1=C2[C@@H](CC3CCC[C@@H](C)[C@]3(C)[C@H]2O)OC1=O (some centres undefined) the results were USP8 inh -2, USP28 block 0, USP30 block -1, USP17 inh 0, USP10 block 4, USP7 inh 2, OTUD3 block -5 and UCHL1 block -2.
Screening COc1ccc(-n2nc3c(c2NC(=O)/C=C\c2ccccc2)CS(=O)(=O)C3)cc1 returned USP8 inh -14, USP28 block -9, USP30 block -10, USP17 inh -10, USP10 block 1, USP7 inh 0, OTUD3 block -11 and UCHL1 block 1.
`c1cc(-c2nnc([C@H]3CCN(CC4CCCCC4)C3)o2)ccn1` gave USP8 inh 0, USP28 block -6, USP30 block -10, USP17 inh -7, USP10 block -3, USP7 inh -4, OTUD3 block -2 and UCHL1 block 1.
`COc1ccc([N+](=O)[O-])cc1NS(=O)(=O)c1cc(C(=O)NCc2cccnc2)ccc1Cl` gave USP8 inh -128, USP28 block 0, USP30 block 17, USP17 inh -21, USP10 block 2, USP7 inh 4, OTUD3 block 6 and UCHL1 block 2.
Screening C[C@@H]1CC[C@]2(C(=O)O)CC[C@]3(C)C(=CCC4[C@@]5(C)CC[C@H](O)C(C)(C)C5CC[C@]43C)C2[C@H]1C (some centres undefined) returned USP8 inh 2, USP28 block 9, USP30 block 35*, USP17 inh 4, USP10 block 5, USP7 inh 0, OTUD3 block 5 and UCHL1 block 0.
`c1cnc(Nc2cc(CCC3CCNCC3)ccn2)nc1` gave USP8 inh -79, USP28 block -4, USP30 block -2, USP17 inh -11, USP10 block 0, USP7 inh 5, OTUD3 block -2 and UCHL1 block 0.
O=C(Nc1cccc(Cl)c1)N1CCc2nc(N3CCCCC3)ncc2C1 was read as USP8 inh -10, USP28 block -1, USP30 block -65, USP17 inh -6, USP10 block -6, USP7 inh -42, OTUD3 block -5 and UCHL1 block 4.
For Cc1cc(C)c2c(n1)SCCN2C(=O)CCC(=O)NCc1ccc(F)cc1 the results were USP8 inh 7, USP28 block -3, USP30 block 1, USP17 inh -5, USP10 block -4, USP7 inh -5, OTUD3 block 5 and UCHL1 block 0.
`Cc1ccc(CCNc2ncnc3sc(C(=O)O)c(C)c23)cc1` gave USP8 inh -22, USP17 inh -10, USP10 block -2, USP7 inh -12, OTUD3 block -1 and UCHL1 block -23.
Screening CCc1ccccc1NS(=O)(=O)c1cc(C(=O)N2CCCC2)n(C)c1C returned USP8 inh 0, USP28 block -16, USP30 block -1, USP17 inh -2, USP10 block 2, USP7 inh -2, OTUD3 block -4 and UCHL1 block -3.
`CCOc1cc(CNc2nn[nH]n2)ccc1OCc1ccccc1` gave USP8 inh -15, USP28 block -8, USP30 block -12, USP17 inh -6, USP10 block 2, USP7 inh -1, OTUD3 block -6 and UCHL1 block 0.
COc1ccc(NC(=O)c2c(C)oc3nc[nH]c(=O)c23)cc1Cl was read as USP8 inh -10, USP28 block -16, USP30 block -53, USP17 inh -9, USP10 block -1, USP7 inh 1, OTUD3 block -9 and UCHL1 block -3.
Screening CC(OC(=O)c1ccc2c(c1)OCO2)C(=O)Nc1cc(S(=O)(=O)N2CCCCC2)ccc1Cl (centres undefined) returned USP8 inh 0, USP28 block -8, USP30 block -51, USP17 inh 11, USP10 block -2, USP7 inh 6, OTUD3 block 0 and UCHL1 block 0.
`COc1ccc(CCNC(=O)Cn2c(=O)c3sccc3n(Cc3cccc([N+](=O)[O-])c3)c2=O)cc1OC` gave USP8 inh 27, USP28 block 11, USP30 block 44*, USP17 inh 16, USP10 block 32*, USP7 inh 2, OTUD3 block 30 and UCHL1 block 3.
`O=C(CCc1nnc2c(=O)n(-c3cccc(F)c3)ccn12)NCc1ccc2c(c1)OCO2` gave USP8 inh 19, USP28 block 3, USP30 block 5, USP17 inh 5, USP10 block 1, USP7 inh 2, OTUD3 block 9 and UCHL1 block 2.
CCC(C)C1NC(=O)C(CCC(N)=O)N(C)C(=O)C(C(C)C)N(C)C(=O)CNC(=O)C2CCCN2C(=O)C(Cc2ccccc2)NC(=O)C(C(C)CC)OC(=O)C(CCC(N)=O)N(C)C(=O)C(C(C)C)NC(=O)C2CCCCN2C1=O (centres undefined) was read as USP8 inh -9, USP28 block -15, USP30 block -16, USP17 inh -33, USP10 block -10, USP7 inh -4, OTUD3 block -15 and UCHL1 block -3.
`CCc1ccccc1N(C)C(=O)c1cc2c(=O)n(CC)c3ccccc3n2n1` gave USP8 inh 0, USP28 block 3, USP30 block 25, USP17 inh 16, USP10 block 3, USP7 inh 2, OTUD3 block 3 and UCHL1 block 3.
For CCCCNc1ccc(S(=O)(=O)N2CCCC2)cc1NC(=O)c1cccc(Cl)c1 the results were USP8 inh -61, USP28 block -36, USP30 block -104, USP17 inh -24, USP10 block -9, USP7 inh 0, OTUD3 block -29 and UCHL1 block -3.
Screening CC(C)Oc1ccc(C(=O)Nc2ccccc2F)cc1 returned USP8 inh -1, USP28 block 8, USP30 block 0, USP17 inh -13, USP10 block 2, USP7 inh -1, OTUD3 block -3 and UCHL1 block -1.
Screening CC1CCN(c2ccc3nnc(CCC(=O)N4CCOCC4)n3n2)CC1 returned USP8 inh 28, USP28 block 10, USP30 block 22, USP17 inh 11, USP10 block 1, USP7 inh 1, OTUD3 block 13 and UCHL1 block 0.
Screening Cc1ccc(NC(=O)c2ccc(-c3cncnc3)nc2)c(C)c1 returned USP8 inh -12, USP28 block -39, USP30 block -82, USP17 inh -26, USP10 block -3, USP7 inh 1, OTUD3 block -25 and UCHL1 block 0.
Screening CN1C[C@@]23CN(C(=O)c4cccnc4)C[C@@H](C[C@@H]2S1(=O)=O)O3 returned USP8 inh -11, USP28 block 5, USP30 block 10, USP17 inh -1, USP10 block 0, USP7 inh 4, OTUD3 block 8 and UCHL1 block 2.
`CC(=O)c1ccc(NC(=O)CC2C(=O)Nc3nc4ccccc4n32)cc1` (centres undefined) gave USP8 inh 20, USP28 block 8, USP30 block -14, USP17 inh 75*, USP10 block 2, USP7 inh 4, OTUD3 block 0 and UCHL1 block 4.
For CCOc1ccccc1NC(=O)c1cn2c(n1)CCCC2 the results were USP8 inh 0, USP28 block -4, USP30 block -24, USP17 inh -4, USP10 block -2, USP7 inh 2, OTUD3 block -3 and UCHL1 block 0.
For N#Cc1cccc(CN2CCC3(Cc4ccccc4CNC3=O)C2)c1 (centres undefined) the results were USP8 inh 4, USP28 block 7, USP30 block 11, USP17 inh 3, USP10 block -1, USP7 inh -1, OTUD3 block 0 and UCHL1 block 2.
`Cn1c(=O)n(C2CCN(Cc3ccoc3)CC2)c2ncncc21` gave USP8 inh -10, USP28 block 6, USP30 block -3, USP17 inh 8, USP10 block 1, USP7 inh 0, OTUD3 block 4 and UCHL1 block -4.
`CCCCC/C=C/C(O)C(O)/C=C/c1ccc(Cl)c(O)c1CO` (centres undefined) gave USP8 inh -78, USP28 block 6, USP30 block -64, USP17 inh 31*, USP10 block -8, USP7 inh -73, OTUD3 block -13 and UCHL1 block -17.
Screening COc1cc(C(=O)NCC(c2cccnc2)N2CCN(c3ccccc3)CC2)cc(OC)c1OC (centres undefined) returned USP8 inh -9, USP28 block -2, USP30 block 0, USP17 inh -12, USP10 block -2, USP7 inh 5, OTUD3 block -3 and UCHL1 block 1.
Cc1ccccc1NC(=O)C1CCCN(C(=O)c2cc(-c3ccncc3)n[nH]2)C1 (centres undefined) was read as USP8 inh -5, USP28 block -8, USP30 block 3, USP17 inh -6, USP10 block 0, USP7 inh 0, OTUD3 block -12 and UCHL1 block -4.
For COc1cccc(CC(=O)Nc2cnc(-c3ccc(Cl)cc3)nc2)c1 the results were USP8 inh 79*, USP28 block 9, USP30 block 2, USP17 inh 37*, USP10 block 6, USP7 inh 7, OTUD3 block 0 and UCHL1 block 3.

Structural class, the compounds so far with fluorine (6)
For COc1ccc(CNC(=O)CN(c2ccccc2)S(=O)(=O)c2ccc(F)cc2)cc1OC the results were USP8 inh -1, USP28 block -3, USP30 block -10, USP17 inh -1, USP10 block 0, USP7 inh -4, OTUD3 block 0 and UCHL1 block -1.
Cc1nn2c(C)c(C(=O)N3CCN(Cc4ccccc4)CC3)cnc2c1-c1ccc(F)cc1 was read as USP8 inh -19, USP28 block -18, USP30 block -23, USP17 inh -20, USP10 block -5, USP7 inh 1, OTUD3 block -16 and UCHL1 block 0.
`N#Cc1c(-c2cccc(C(F)(F)F)c2)nc(-c2ccccn2)nc1N1CCOCC1` gave USP8 inh -25, USP28 block 8, USP30 block 27, USP17 inh 14, USP10 block -2, USP7 inh 0, OTUD3 block 6 and UCHL1 block 3.
For Cc1cc(C)c2c(n1)SCCN2C(=O)CCC(=O)NCc1ccc(F)cc1 the results were USP8 inh 7, USP28 block -3, USP30 block 1, USP17 inh -5, USP10 block -4, USP7 inh -5, OTUD3 block 5 and UCHL1 block 0.
`O=C(CCc1nnc2c(=O)n(-c3cccc(F)c3)ccn12)NCc1ccc2c(c1)OCO2` gave USP8 inh 19, USP28 block 3, USP30 block 5, USP17 inh 5, USP10 block 1, USP7 inh 2, OTUD3 block 9 and UCHL1 block 2.
Screening CC(C)Oc1ccc(C(=O)Nc2ccccc2F)cc1 returned USP8 inh -1, USP28 block 8, USP30 block 0, USP17 inh -13, USP10 block 2, USP7 inh -1, OTUD3 block -3 and UCHL1 block -1.
